SR-BI uptake up = activators of SR-BI mediated DiI-HDL uptake, primary screen, ldlA[mSR-BI] CHO cells, DiI fluorescence; 3 h; 100 = double the neutral-control signal; activation, % at 12.5 µM; 320,000 compounds, 0.096% hits; AID 504775, 2011;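 active = mean replicate activation of at least 60% and every replicate at or above 60%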;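 note: 0% = median plate neutral-control signal and 100% = twice that signal; values of inactives mirror those of a sister screen read the other way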
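Material: SR-BI-overexpressing, LDLR-lacking CHO cells | Dosing: Single compound concentration, delivered by pin transfer | Probe or stimulus: Labelled HDL, 10 µg/mL | Signal: Bottom-read cell fluorescence after medium removal, ex 550/em 595 nm | Schedule: 3 h, 37 °C | Evaluation: HDL uptake via cellular fluorescence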
Pemphigus Ab inh = inhibitors of pemphigus antibody binding to DSG3, primary screen, biochemical, bead-based, flow cytometry, scFv-GFP; Desmoglein-3 (Homo sapiens), P32926; DSG3-coupled beads, scFv-anti-DSG3-GFP binding; stronger effect = lower value; binding (percent of control), % at 10 µM; 310,000 compounds, 0.48% hits; AID 588358, 2011;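 active = binding more than 3 SD below its plate's average and above zero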; note: some compounds called inactive have numbers as strong as hits
dFosB act = activators of delta FosB homodimer, primary screen, biochemical, fluorescence polarization, TAMRA-CDK5 oligo, single point; Protein FosB (Mus musculus), P13346; purified delta FosB; percent of positive-control signal above neutral wells; activation, % at 25 µM; 340,000 compounds, 0.99% hits; AID 493131, 2011;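 active = mean activation above about 17%, with every replicate also reaching it, limit read from the data, passing the limit was not always enough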;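 note: fluorescence polarization rise as delta FosB binds a TAMRA Cdk5 AP-1 oligo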
SR-BI HDL uptake = inhibitors of SR-BI mediated HDL lipid uptake, primary screen, ldlA[mSR-BI] cells, fluorescence, single point. inhibition, % at 12.5 µM. ldlA[mSR-BI] CHO cells, DiI-HDL uptake fluorescence, 3 h. Scavenger receptor class B member 1 (Mus musculus), Q61009. 320,000 compounds, 0.96% hits. AID 488896, 2010;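 active = mean replicate inhibition of at least 70% and a set share of replicates each scoring 70 or more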;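 note: 0% = median of neutral control wells and 100% = median of positive control wells; values of inactives mirror those of a sister screen read the other way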
NSD2 HMT inh = NSD2 histone methyltransferase inhibitors, primary screen, biochemical, AlphaScreen, single concentration, set 2; NSD2 peptide methylation, 120 min; inhibition, % at 12.5 µM; 310,000 compounds, 0.54% hits; AID 743445, 2014; in the data active = inhibition above about 50%
PKA-R1A activ = activators of PKA-R1A holoenzyme, primary screen, biochemical, fluorescence polarization, Cy5-IP20, bovine R1A, mouse PKAc; cAMP-dependent protein kinase type I-alpha regulatory subunit (Bos taurus) + …; PKA-R1A dissociation; scaled: DMSO 0%, 113 µM cGMP 100%; activation, % at 11.4 µM; 340,000 compounds, 0.083% hits; AID 504707, 2011;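 active = percent activation above the mean of all tested compounds plus 3 SD, cut at about 19% in these data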;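 note: higher means more PKAc released from R1A so a rise in polarization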
Arrestin-AP2 inh = inhibitors of beta-arrestin/AP2 binding, primary screen, biochemical, GPCR trafficking, flow cytometry. beta-arrestin 1 C-terminal peptide binding to AP2 beta2-adaptin appendage (human). FITC-arrestin peptide / GST-AP2 beads; AP2 beta2 appendage carries R879A mutation. inhibition, % at 10 µM. 340,000 compounds, 0.31% hits;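 active = inhibition above a set limit, near 3 SD of compounds lacking own fluorescence, cut at about 54% in these data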;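 note: plate controls were DMSO wells for no effect and 5 µM unlabelled arrestin peptide for full effect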
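System: GST-AP2 R879A glutathione beads; medium: PBS, Tween 20 0.05%, BSA 0.1%; reagent: fluorescein-tagged arrestin peptide at 50 nM final; schedule: pre-incubation 12 min, peptide binding 1 h, room temperature; detection: flow cytometry, FL1 (488/535 nm); read-out: inhibition as reduced fluorescein signal on beads, percent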
CDK5 p35 inh = inhibitors of human CDK5/p35 kinase, primary screen, biochemical, single concentration. 330,000 compounds, 0.01% hits. Cyclin-dependent kinase 5 (Homo sapiens) + Cyclin-dependent kinase 5 activator 1 (Homo …. AID 488839, 2010. inhibition, % at 10 µM. Recombinant CDK5/p35, ADP-Glo luminescence, 60 min;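 active = highest replicate inhibition of at least 50% and at least 75% of replicates reaching 50%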;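 note: plate controls were DMSO neutral control for no effect and GW8510 at 10 µM for full effect; many of its hits are not listed in these tables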
Target sequence (Q00535 whole entry, looked up): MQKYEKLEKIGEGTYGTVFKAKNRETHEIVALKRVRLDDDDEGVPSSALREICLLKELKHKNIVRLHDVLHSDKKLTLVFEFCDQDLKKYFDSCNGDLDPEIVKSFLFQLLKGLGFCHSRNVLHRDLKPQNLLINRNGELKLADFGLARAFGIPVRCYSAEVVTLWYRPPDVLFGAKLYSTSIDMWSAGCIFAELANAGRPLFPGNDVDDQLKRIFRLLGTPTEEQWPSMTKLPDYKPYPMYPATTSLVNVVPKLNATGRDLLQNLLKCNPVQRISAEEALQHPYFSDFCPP
Target sequence (Q15078 whole entry, looked up): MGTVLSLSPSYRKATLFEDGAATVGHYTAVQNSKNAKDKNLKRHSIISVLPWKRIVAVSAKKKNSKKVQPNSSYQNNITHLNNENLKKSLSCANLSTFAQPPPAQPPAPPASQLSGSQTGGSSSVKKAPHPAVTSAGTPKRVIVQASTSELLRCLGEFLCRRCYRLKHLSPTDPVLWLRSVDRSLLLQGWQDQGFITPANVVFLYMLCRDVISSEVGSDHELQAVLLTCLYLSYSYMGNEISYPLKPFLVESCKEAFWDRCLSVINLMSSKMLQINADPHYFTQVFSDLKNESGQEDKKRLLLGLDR
SUMO Mot1 rescue = yeast Mot1-301 growth rescue at high temperature, primary screen, SUMOylation pathway inhibitor project, S. cerevisiae, ATP luminescence, 38.5C; S. cerevisiae Mot1-301 growth rescue; percent above DMSO median, 100 means doubled; growth rescue, % at 18.8 µM; AID 2716, 2010; 320,000 compounds, 1% hits;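 active = every valid replicate shows activation above 250% relative to neutral control wells; inactive = the rest, any valid replicate at or below 250%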;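 note: OY570 slx delta 5 strain wells were the positive control but not used for scaling; some compounds called inactive have numbers as strong as hits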
PKA-R2B act = activators of PKA-R2B holoenzyme, primary screen, biochemical, fluorescence polarization, Cy5-IP20, human | 340,000 compounds, 0.079% hits | PKA-R2B holoenzyme dissociation; R2B truncated from residue 108, S112A mutant; 0% DMSO only, 100% 113 µM cGMP | activation, % at 11.4 µM;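 active = activation above a cutoff set at the mean over all compounds plus 3 SD, cut at about 18% in these data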;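 note: higher means more holoenzyme dissociation and a rise in polarization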
Target sequence (P31323 whole entry, looked up, other chains not shown, the tested form may be a part): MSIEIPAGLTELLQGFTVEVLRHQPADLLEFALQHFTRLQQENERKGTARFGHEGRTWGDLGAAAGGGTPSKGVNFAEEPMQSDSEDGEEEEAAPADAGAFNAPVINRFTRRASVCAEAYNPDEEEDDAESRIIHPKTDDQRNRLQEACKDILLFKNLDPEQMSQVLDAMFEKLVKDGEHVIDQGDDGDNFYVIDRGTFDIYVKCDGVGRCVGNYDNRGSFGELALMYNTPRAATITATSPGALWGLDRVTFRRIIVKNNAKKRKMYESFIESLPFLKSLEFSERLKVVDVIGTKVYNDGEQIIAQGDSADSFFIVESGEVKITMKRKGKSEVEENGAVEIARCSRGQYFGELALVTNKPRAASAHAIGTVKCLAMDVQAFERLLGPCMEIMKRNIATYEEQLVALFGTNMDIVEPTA
MITF act = activators of MITF-driven TRPM1 promoter reporter, primary screen, cell-based, SK-MEL-5, luciferase, single point; SK-MEL-5 TRPM1-promoter luciferase, 24 h; % of positive control, neutral wells = 0; activation, % at 12.5 µM; 300,000 compounds, 0.75% hits;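 active = mean activation of at least 80% with every replicate also reaching 80%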;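 note: 0% = neutral control wells and 100% = parthenolide positive control wells; values of inactives mirror those of a sister screen read the other way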
Active calls of the source: *; . = no result given.

SMILES	SR-BI uptake up	Pemphigus Ab inh	dFosB act	SR-BI HDL uptake	NSD2 HMT inh	PKA-R1A activ	Arrestin-AP2 inh	CDK5 p35 inh	SUMO Mot1 rescue	PKA-R2B act	MITF act
CSc1ccc(CN(C)CC(=O)Nc2ccccc2Br)cc1	-15	83	-5	15	-2	-9	-3	-1.7	-10	0	0
Cc1ccc(NC(=O)CNC(=O)c2cccc(Cl)c2)nc1	12	99	-3	-12	9	-11	26	0.6	33	3	34
Cc1cc(C)nc(NS(=O)(=O)c2ccc(NC(=O)C(C)Oc3ccccc3F)cc2)n1 (centres undefined)	20	94	-3	-20	1	12	-3	-2.3	16	6	1
COc1ccccc1CNC(=O)CN1CCN(S(=O)(=O)c2cccs2)CC1	19	99	2	-19	-1	-14	7	0.0	1	-5	-1
CC(C)(C)NC(=O)C(c1ccncc1)N(C(=O)c1csnn1)c1ccccc1 (centres undefined)	25	82	-6	-25	-1	3	-3	0.1	7	-6	2
CCOC(=O)Cc1csc(NC(=O)c2csc(C)c2)n1	-14	101	-7	14	0	8	2	-1.1	0	4	21
Cc1ccc(CN2CCCCC2C(=O)Nc2ccc(Oc3cccnc3)cc2)o1 (centres undefined)	-7	105	-13	7	4	-23	-1	0.0	-7	-9	-13
COC1=C/C(=C/c2c(N)n3c(nc2=O)sc2cc(S(C)(=O)=O)ccc23)C=CC1=O	.	89	-8	.	-110	-6	1	1.4	371	-11	3
Nc1ccccc1-c1nnn(CC(=O)Nc2ccc3c(c2)OCCO3)n1	11	88	6	-11	-4	-12	-3	-0.7	.	13	-8
CN(CC(=O)N1CCN(c2ccccc2)CC1)S(=O)(=O)c1cnc[nH]1	5	107	-3	-5	0	7	12	-0.7	-4	-1	0
O=C(NC(=O)c1cccc(F)c1)Nc1nc(-c2ccc(F)cc2)cc(C(F)(F)F)n1	-4	112	-3	4	-6	1	-2	0.0	8	-14	11
COc1ccc(C(=O)OCC(=O)N2CCN(C(=O)c3ccco3)CC2)cc1OC	23	137	-2	-23	-5	-12	4	1.4	5	-4	-9
COc1ccccc1/C=C1\SC(=S)N(CC(=O)NC2CCS(=O)(=O)C2)C1=O (centres undefined)	-9	98	-20	9	9	-2	18	.	-7	-2	10
CC(C)N(Cc1nccn1C)C(=O)c1cc(COc2cccc(C(F)(F)F)c2)on1	-5	101	-9	5	-1	-9	-8	-0.5	1	-10	10
COc1cccc(CN(C(=O)Cc2c[nH]c3ccccc23)C(C(=O)NC2CCCCC2)c2cccs2)c1 (centres undefined)	-4	104	-15	4	3	-8	5	-0.2	-10	-5	.
COc1ccc(CN(C)C(=O)c2cc(S(=O)(=O)Nc3ccccc3F)ccc2C)c(OC)c1	-3	113	-17	3	0	16	45	0.5	0	2	-11
O=C(/C=C/c1ccccc1)OCCN1C(=O)c2ccccc2C1=O	8	102	-11	-8	0	-3	-16	-1.4	7	2	6
Cc1cccc2cc(CN(Cc3cccs3)C3(c4nnnn4C4CCCC4)CCCC3)c(=O)[nH]c12	-2	.	-3	2	4	-8	6	-1.0	-4	-7	1
Cc1ccc(/C=N/NC(=O)c2c[nH]c3ccccc23)o1	29	104	-1	-29	7	3	11	0.6	-17	-3	22
CCN1C[C@@H]2[C@@H]3C(=O)N(C)C(=O)[C@@H]3[C@](Cc3ccccc3)(C1=O)N2C(=O)c1ccc(Br)cc1	36	96	-8	-36	.	1	6	0.0	.	-5	7

Grouped by structure, the entries above containing bromine
SMILES	SR-BI uptake up	Pemphigus Ab inh	dFosB act	SR-BI HDL uptake	NSD2 HMT inh	PKA-R1A activ	Arrestin-AP2 inh	CDK5 p35 inh	SUMO Mot1 rescue	PKA-R2B act	MITF act
CSc1ccc(CN(C)CC(=O)Nc2ccccc2Br)cc1	-15	83	-5	15	-2	-9	-3	-1.7	-10	0	0
CCN1C[C@@H]2[C@@H]3C(=O)N(C)C(=O)[C@@H]3[C@](Cc3ccccc3)(C1=O)N2C(=O)c1ccc(Br)cc1	36	96	-8	-36	.	1	6	0.0	.	-5	7

(further entries)
SMILES	SR-BI uptake up	Pemphigus Ab inh	dFosB act	SR-BI HDL uptake	NSD2 HMT inh	PKA-R1A activ	Arrestin-AP2 inh	CDK5 p35 inh	SUMO Mot1 rescue	PKA-R2B act	MITF act
O=C(c1ccccc1)C(O)c1ccccc1 (centres undefined)	5	100	8	-5	.	2	7	-2.0	-1	-5	0
O=C1[C@@H]2[C@H](Cc3ccc(O)cc3)N[C@]3(C(=O)Nc4ccccc43)[C@@H]2C(=O)N1c1ccc(F)cc1	7	97	-11	-7	4	10	3	1.1	46	1	.
CCC(C)[C@H](NS(=O)(=O)c1ccc(C)cc1)C(=O)N1CCC(C(=O)N2CCC(C(N)=O)CC2)CC1 (some centres undefined)	7	97	-10	-7	.	3	-5	-0.1	1	-3	6
Cc1cc(=O)n(C)c(=O)n1CCCCCOc1cccc([N+](=O)[O-])c1	-9	104	4	9	0	-5	22	1.2	10	11	12
c1ccc(-c2nc3ccccc3[nH]2)nc1	33	102	-5	-33	-9	-11	-13	0.9	27	-5	64
COc1cc(Cl)c(C)cc1NCC(=O)Nc1cccc(S(=O)(=O)N2CCCC2)c1	-17	109	-11	17	-3	1	9	1.8	5	-5	-8
CCc1ccc(C2CC(c3cccc(Cl)c3)n3nc(N)nc3N2)cc1 (centres undefined)	-12	102	-10	12	.	-8	-6	-0.2	0	3	2
CC(=O)c1cccc(S(=O)(=O)Nc2ccccc2N2CCOCC2)c1	-8	.	-8	8	-1	-4	-5	-1.6	-7	-10	2
C[C@@H]1CN([C@@H](C)CO)C(=O)Cc2cc(NC(=O)Nc3cccc4ccccc34)ccc2O[C@@H]1CN(C)S(C)(=O)=O	-35	98	-9	35	.	-2	-1	-0.3	-5	-3	-1
O=C(NCCN1CCN(C(=O)C(c2ccccc2)c2ccccc2)CC1)C(=O)Nc1ccccc1	-23	112	-16	23	35	-4	11	0.8	-1	6	19
CCOC(=O)C1CCCN(CCC(=O)Nc2cccc(Cl)c2C)C1 (centres undefined)	-9	105	2	9	0	8	-2	-1.4	13	0	.
O=C(NC1CC1)C1=C[C@@H](C2CC2)C[C@@H](OCCCCO)O1	2	96	5	-2	.	-5	-9	0.4	14	5	-11
CN1Cc2ccccc2CC1CNCc1c(C(=O)N2CCCC2)nc2ccccn12 (centres undefined)	23	93	5	-23	4	5	2	-0.5	76	-8	-2
COc1ccc(/C=C(/NC(=O)c2cccs2)C(=O)Nc2ccc(C)cc2)cc1OC	16	109	4	-16	-2	-2	21	-1.0	-4	0	1
CC(=O)c1c(C)[nH]c(C(=O)OCCCCN2C(=O)c3ccccc3C2=O)c1C	2	115	-13	-2	3	5	3	1.0	.	10	-30
CCCNC(=O)c1cccc(S(=O)(=O)N2CC3(C)CC2CC(C)(C)C3)c1 (centres undefined)	-3	112	-12	3	1	-2	6	-0.9	-15	-8	-8
CC(C)(C)N=Cc1c(O)ccc2oc3c(c12)CCCC3	8	94	-10	-8	0	-8	40	-0.9	-4	0	-4
CN(C)CCCn1c(N)c(C#N)c2nc(C#N)c(C#N)nc21	-21	114	6	21	.	5	-10	0.7	-6	0	-17
Oc1ccc(Cl)cc1CNc1nccs1	-4	115	-13	4	-3	9	35	1.0	15	-9	.
COc1cccc(-n2ccnc2SCC(=O)Nc2ccccc2)c1	10	113	-6	-10	6	3	9	-3.2	8	-10	.
COC(=O)c1ccc(NC(=O)c2ccc(NC(=O)c3ccco3)cc2)cc1	-22	108	122*	22	-5	0	0	-1.6	149	13	5
CCOC(=O)C1CCCN(C(=O)Cc2c(F)cccc2Cl)C1 (centres undefined)	12	98	-1	-12	-4	0	-3	-0.5	-4	-5	-13
COc1ccc(S(=O)(=O)N/N=C\c2ccc(OC)c(COc3ccc(C)cc3[N+](=O)[O-])c2)cc1	-35	93	-2	35	2	-2	-11	-0.3	5	2	-22
O=C(O)C1(S(=O)(=O)c2ccc(Cl)cc2)CCC1	6	.	6	-6	2	-6	15	1.3	245	-4	0
O=c1ccc(-c2ccc(S(=O)(=O)Nc3cccc(F)c3)o2)n[nH]1	7	101	-6	-7	3	-9	2	.	-6	-1	-8
COc1ccc(N(CC(=O)Nc2ccccc2C)S(=O)(=O)c2ccccc2[N+](=O)[O-])c(OC)c1	0	24*	-10	0	-5	-5	33	-2.6	10	-1	-9
COc1ccc(NC(=O)/C(=C\c2cccs2)NC(=O)c2ccco2)cc1	-6	101	1	6	-1	-1	4	-4.5	-5	-6	-8
O=C(NCc1n[nH]c(=S)n1-c1ccc(Cl)c(Cl)c1)c1cccs1	5	102	2	-5	0	2	-53	2.0	424	0	2
O=C(CSc1nnc(CNC(=O)c2cccs2)o1)Nc1cccc(Cl)c1	-4	98	-12	4	2	-8	8	1.2	-4	-4	0
Brc1c(CSc2nnc(-c3ccco3)o2)nc2ccccn12	.	101	-6	.	0	-3	-1	1.6	-9	2	48
O=C1NC(=O)C2(Br)Nc3ccc(Br)cc3C(=O)C2N1 (centres undefined)	-2	121	3	2	20	-14	-9	1.3	.	-12	0
CC1SC(C)C(=O)N(CC(=O)Nc2ccc([N+](=O)[O-])cc2)C1=O (centres undefined)	8	107	-2	-8	-2	0	9	-2.7	2	2	-8
Cc1onc(-c2ccccc2)c1C(=O)OCC(=O)Nc1cccc(Cl)c1	-9	.	-10	9	0	-3	4	-0.4	-1	6	0
C/C(=C\C(=O)c1ccc(F)cc1)Nc1ccc(N2CCOCC2)cc1	-27	.	-1	27	2	-10	-9	0.6	0	-8	13
COc1ccc(OC)c(/C(O)=C/C(=O)C(=O)Nc2cc(C)cc(C)c2)c1	-8	.	-11	8	2	-8	0	.	-7	8	11
